High-throughput results deposited in PubChem by National Center for Advancing Translational Sciences (NCATS).
TSHR antagonist: antagonists of human thyroid stimulating hormone receptor; P16473; TSHR-expressing cells, TSH-stimulated cAMP HTRF, 2 h; hits give low values; activity change, negative = inhibition, % at 11.5 µM; 330,000 tested, 0.2% active;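 active means activity change below a set negative limit, meaning inhibition stronger than a set level, cut at about -70% in these data; inconclusive means activity change between two set negative limits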; further: on the % scale 0 is the no-effect control and ±100 the full control effect
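Competitive HTRF cAMP read-out (cryptate anti-cAMP antibody, cAMP-d2; 30 min, room temperature) in freshly harvested TSHR cells. Compounds added before TSH at EC80 (4nM final), followed by 2 hours' incubation at 37 deg C.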
BCR signal inh: blocks chronic active B-cell receptor signaling. AID 493014. 340,000 tested, 0.05% active. ABC-DLBCL IkBa-CBG/CBR reporter, luminescence ratio, 4 h. Potency, µM (doses to about 46.1 µM), inactives show at the highest dose ratio change, negative = lower green/red ratio, actives largely listed as inhibitors; active means well fitted inhibition curve with a large enough effect in the signal ratio, with a control signal flat, not every such curve was filed as active; inconclusive means small, poorly fitted or top-dose-only effect, or effect the other way, or a change in a side signal; the % refers to the signal ratio;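 further: potency means the concentration at half of the fitted maximal effect; plate controls were basal doxycycline-induced cells for no effect and cells given 10 µM MG132 for full effect; MG132 reads +100%, hits lower the ratio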
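Cell line TMD8 (human ABC DLBCL), stably expressing tet-inducible CBG68-IkBa fusion and CBR; IMDM/0.5% FBS; cpd up to 46 uM; dox induction, 4 h, 37C/5% CO2; dual luminescence; green/red ratio; MG132 control.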
USP2a block: blocks human ubiquitin-specific protease USP2a; USP2 core, Ub-CHOP2 coupled fluorogenic reporter, 485/531; 330,000 tested, 0.01% active; Potency, µM (series often up to 38.3 µM), for inactives: at the top dose activity change, negative = inhibition, usual class: inhibitors; AID 463254; O75604;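 further: potency means the concentration at half of the fitted maximal effect; plate controls were DMSO wells for no effect and full inhibition by NEM control for full effect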
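Deubiquitinase activity read as fluorescence (485/531 nm) after Ub-CHOP2 cleavage activates the enterokinase reporter on its substrate; USP2 core 10nM, Ub-CHOP2 and substrate 25nM each, 30min compound preincubation then 60min RT; data normalized to NEM, curves fitted.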
Mito fusion act: blocks mitochondrial division or promotes mitochondrial fusion; S. cerevisiae fusion-defective mutant growth rescue, CellTiterGlo 48 h; Potency, µM (titrated, usually from 46.1 µM), inactives show top-dose growth rescue (activation), usual class: activators; 320,000 tested, 0.23% active; AID 485298;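 further: potency means the concentration at half of the fitted maximal effect; % of control where 0% means no effect; nearly all actives have a fitted effect of over 45% in size; temperature-sensitive fusion mutants such as fzo1-1 at 37 °C on non-fermentable ethanol glycerol medium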
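S. cerevisiae fusion-defective temperature-sensitive mutants (e.g. fzo1-1, mgm1-5) grown 48 h at 37C in YPEG (ethanol/glycerol non-fermentable) medium with 23 nl compound per well; growth rescue read as CellTiterGlo luminescence.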
B2AR arrestin: recruits beta-arrestin to the human beta2-adrenergic receptor | Potency, µM (series often up to 46.1 µM), for the others: at the top dose activation, actives largely listed as activators | P07550 | AID 492947 | beta-arrestin recruitment to beta2AR, cell-based reporter | 330,000 tested, 0.02% active;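 further: potency means the concentration at half of the fitted maximal effect; 0% = DMSO controls and full agonism = EC100 isoproterenol or metaproterenol; nearly all actives have a fitted effect of over 65% in size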
Target sequence (P07550 whole entry, looked up): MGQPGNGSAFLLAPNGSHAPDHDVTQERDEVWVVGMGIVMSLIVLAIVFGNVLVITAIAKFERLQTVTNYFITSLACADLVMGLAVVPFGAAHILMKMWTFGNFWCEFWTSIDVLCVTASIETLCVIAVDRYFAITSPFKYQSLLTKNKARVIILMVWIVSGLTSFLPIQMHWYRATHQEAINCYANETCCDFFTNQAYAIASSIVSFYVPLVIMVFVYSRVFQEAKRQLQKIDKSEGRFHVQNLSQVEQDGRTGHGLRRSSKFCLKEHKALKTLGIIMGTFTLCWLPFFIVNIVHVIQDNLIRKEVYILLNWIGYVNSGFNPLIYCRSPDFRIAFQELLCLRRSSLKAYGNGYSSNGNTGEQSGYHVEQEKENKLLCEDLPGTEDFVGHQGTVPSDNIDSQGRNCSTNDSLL
PTAP TSG101 blk: blocks PTAP/TSG101 interaction to inhibit HIV-1 budding; Fluorescence polarization, FITC-PTAP peptide / Tsg101 binding; Potency, µM (doses to about 115 µM), for inactives: at the highest dose activity change, negative = inhibition, usual class: inhibitors; 340,000 tested, under 10 active; AID 493005; active means well fitted inhibition curve with a large enough effect in the main read-out, with a control signal flat, not every such curve was filed as active; inconclusive means small, poorly fitted or top-dose-only effect, or effect the other way, or a change in a side signal; inactive means no such curve, though single readings can be large or run the other way; further: potency means the concentration at half of the fitted maximal effect; % of control where 0% means no effect
Target sequence (Q99816 whole entry, looked up): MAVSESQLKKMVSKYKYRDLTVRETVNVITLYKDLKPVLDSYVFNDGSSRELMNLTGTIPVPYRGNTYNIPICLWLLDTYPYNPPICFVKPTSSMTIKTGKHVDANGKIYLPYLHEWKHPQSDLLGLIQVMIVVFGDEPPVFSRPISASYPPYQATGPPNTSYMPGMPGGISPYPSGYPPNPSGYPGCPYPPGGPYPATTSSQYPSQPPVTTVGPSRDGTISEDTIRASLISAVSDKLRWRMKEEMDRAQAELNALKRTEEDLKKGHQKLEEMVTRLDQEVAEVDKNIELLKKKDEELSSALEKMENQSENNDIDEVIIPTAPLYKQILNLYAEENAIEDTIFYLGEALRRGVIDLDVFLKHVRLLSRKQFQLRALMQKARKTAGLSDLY
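Steps: Tsg101 binding domain dispensed (10 uM final), compounds pinned in DMSO, FITC-labeled PTAP-motif peptide added (50 nM final); after 20 min binding at room temperature, polarization measured.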
ELG1 repair inh: blocks ELG1-dependent DNA repair in HEK293T cells; Potency, µM (top dose mostly 46.1 µM), without a hit: at the highest dose activity change, negative = inhibition, actives largely listed as inhibitors; HEK293T ELG1-luciferase reporter, luminescence, 16 h; DNA damage induced by 5-fluorouridine; 330,000 tested, 2.3% active; further: potency means the concentration at half of the fitted maximal effect; on the % scale 0 is the no-effect control and ±100 the full control effect; nearly all actives have a fitted effect of over 55% in size
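In this reporter screen, reduction of luminescence relative to DMSO vehicle indicated activity. Compounds and 5-fluorouridine were added together to 2,000 cells per well, incubated for 16 hr at 37 °C, then developed with ONE-Glo.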
Tb PFK block: inhibitors of T. brucei phosphofructokinase; 330,000 tested, 0.17% active; O15648; Potency, µM (titrated, usually from 57.5 µM), for inactives: at the highest dose activity, negative = inhibition, actives largely listed as inhibitors; AID 485367; T. brucei PFK, ADP-Glo luminescence;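 further: potency means the concentration at half of the fitted maximal effect; 0% = uninhibited 1x PFK enzyme wells and -100% = no-enzyme wells; nearly all actives have a fitted effect of over 60% in size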
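ADP-Glo luminescence quantified ADP after 45 min at room temperature, with 1.25 nM T. brucei PFK, 0.1 mM ATP and 0.5 mM fructose-6-phosphate in pH 8.0 TEA buffer. qHTS titrations up to 57 µM; curves classified by quality.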
TCR act: activates T cell receptor signaling | Potency, µM (highest dose often 9.22 µM), for the others: at the highest dose activation of IL-2 secretion, actives largely listed as activators | 330,000 tested, under 10 active | primary human leukocytes, anti-CD3, IL-2 HTRF, 48 h; further: % of control where 0% means no effect
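Primary human leukocytes incubated 48 hr with anti-CD3 beads plus compound, without co-stimulation. Secreted IL-2 measured by HTRF (europium cryptate/d2 anti-IL-2 pair, 320 nm excitation, 665 nm emission).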
Eya2 inh: Eya2 (human) phosphatase inhibition; O00167; recombinant Eya2, OMFP fluorescence dephosphorylation (OMFP is methylfluorescein phosphate); Potency, µM (highest dose often 76.9 µM), for inactives: at the highest dose activity, negative = inhibition, most hits filed as inhibitors; 330,000 tested, 0.006% active; further: potency means the concentration at half of the fitted maximal effect; on the % scale 0 is the no-effect control and ±100 the full control effect
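Eya2 (0.2 uM) preincubated 10 min at ambient with compound, then OMFP substrate added at 50 uM; 10 min reaction in 50 mM HEPES pH 7.5, 50 mM NaCl, 5 uM MgCl2, 0.05% BSA, 1 mM DTT. Fluorescence read at Ex 485/Em 525 nm.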
uPA generation: inhibitors of cell surface uPA generation | Potency, µM (titrated, usually from 38.3 µM), inactives show top-dose activity change, negative = inhibition, hits mostly inhibitors | cell surface uPA generation assay, qHTS | 330,000 tested, 0.31% active; active means well fitted inhibition curve with a large enough effect; inconclusive means small, poorly fitted or top-dose-only effect; inactive means no such curve, though single readings can be large or run the other way; tested in mouse RAW 264.7 cells; further: potency means the concentration at half of the fitted maximal effect; on the % scale 0 is the no-effect control and ±100 the full control effect; nearly all actives have a fitted effect of over 55% in size
The depositor's hits bear a star; ? = inconclusive; nt = not tested or not shown; [ ] = another dose, or the depositor's remark. Unless noted, the call rests on the fitted dose curve; in most records, active means well fitted curve in the direction sought with a large enough effect; inconclusive means small, poorly fitted or top-dose-only effect, or another doubt; inactive means no such curve, though single readings can be large; an effect the other way counts as inactive or inconclusive. Not a hit list; 3% or so of the library scored in one or more.

Under each structure: TSHR antagonist, BCR signal inh, USP2a block, Mito fusion act, B2AR arrestin, PTAP TSG101 blk, ELG1 repair inh, Tb PFK block, TCR act, Eya2 inh, uPA generation
> CC(C)Oc1ccc(S(=O)(=O)N2CCCCC2)cc1NC(=O)CC1OC(=O)c2ccccc21 (stereo unspecified)
    -7, -12%, 4%, 5%, 0.2%, -8%, -6%, 3%, 7%, -1%, -3%
> Clc1ccc(-c2nc(N3CCCCC3)nc3ccccc23)cc1
    0, 7%, 0%, 35µM*, 2.6%, 1%, -2%, -3%, 3%[46.1 µM], -9%, -4%
> Cn1nccc1C(=O)NC1CCCc2c1cnn2-c1ccc(F)cc1F (stereo unspecified)
    -38, ?, 0%, 0%, -0.1%, 0%, 10%, 0%, nt, -6%, -4%
> N#Cc1nc(-c2ccc([N+](=O)[O-])cc2)oc1N1CCCCC1
    6, 1%, -9%, -7%, 0.5%, -2%, -1%, 3%, 3%, -6%, -1%
> C/C(=N\NC(=O)Cn1c(-c2ccccn2)nc2ccccc21)c1ccccc1
    1, -2%, 1%, 11%, -0.3%, 1%, -19%, 0%, -6%[46.1 µM], 5%, -2%
> NC(=O)COC(=O)c1cc(S(=O)(=O)N2CCOCC2)ccc1N1CCCCC1
    -6, -1%, 0%, -3%, 0.5%, -2%, 0%, -2%, -4%, 5%, -2%
> Nc1nonc1C(=O)NCCNCc1cc(Br)ccc1OCc1ccc(F)cc1
    1, 0%, 2%, -4%, 0.6%, -8%, -10%, -2%, -2%, 6%, -8%
> CN(CC(O)COCc1ccc2c(c1)OCO2)C1CCCCC1 (stereo unspecified)
    3, 2%, 1%, -5%, -1.0%, -7%, -11%, -1%, 3%[46.1 µM], -2%, 3%
> COc1ccc(CN2CCCC(C(=O)Nc3cccc(-n4cccn4)c3)C2)cc1 (stereo unspecified)
    15, 2%, 0%, -5%, 0.8%, 1%, -23%, 0%, 3%, 11%, -11%
> Cc1ccc(C)c(OCCCCCn2ccnc2)c1
    7, 2%, 2%, 0%, -0.1%, -9%, 0%, -2%, -3%, -11%, -2%
> Cc1cc[n+](-c2nc3ccccc3nc2[N-]S(=O)(=O)c2cccs2)cc1C
    6, 0%, 0%, nt, -0.3%, -3%, 1%, -1%, nt, 5%, 1%
> CC1(C)CC(=O)C(N=Nc2ccc(Cl)cc2)=C(O)C1
    5, 11%, 4%, -5%, -0.3%, 2%, ?, 11%, -4%[46.1 µM], -6%, -4%
> Cc1cc2nc(-c3ccc(SCc4ccc(C(=O)O)cc4)nc3)[nH]c2cc1C
    -17, 16%, 2%, 2%, -0.4%, -5%, ?, 10%, 6%, 9%, -6%
> O=C(NCC1CCCO1)C(c1ccc(F)cc1)N(CC1CCCO1)C(=O)c1ccc(-c2ccccc2)[nH]1 (stereo unspecified)
    -2, 13%, -11%, 0%, -0.3%, -3%, 3%, -1%, -2%, -16%, -34%
> Cc1ccc(C)c(Nc2cc(C(=O)NCc3cccnc3)c3ccccc3n2)c1
    -3, ?, -1%, 4%, -0.4%, -2%, -13%, 0%, -7%, -22%, 6%
> O=C(N1CCOCC1)N1CCN(S(=O)(=O)c2ccc(F)cc2)CC1
    10, 1%, -8%, -1%, 0.2%, -3%, 3%, -7%, -1%, -18%, -15%
> CCOC(=O)n1c(O)c(N=NC(N)=S)c2cc(C)ccc21
    -5, 5%, 1%, 8%, -0.2%, -6%, ?, -12%, -1%, -8%, 2%
> O=C(OCC(=O)N1CCN(S(=O)(=O)c2ccc(Cl)cc2)CC1)c1cc(Br)ccc1O
    8, 3%, 0%, 1%, -0.1%, -2%, 2%, 4%, 0%, -1%, 3%
> COC(=O)c1c(C)[nH]c(C(=O)C(C)Sc2nnc(-c3cc(OC)c(OC)c(OC)c3)o2)c1C (stereo unspecified)
    -9, 0%, 0%, -4%, -3.1%, 0%, ?, -4%, 4%, -7%, 4%
> Cc1ccccc1-n1nc2c(c1NC(=O)c1cc3ccccc3oc1=O)CS(=O)(=O)C2
    -5, 5%, 0%, -2%, -0.1%, 1%, ?, -4%, -6%, -4%, nt
> O=C(NCc1ccccc1)[C@@H]1C[C@H]1[C@@H](NP(=O)(c1ccccc1)c1ccccc1)c1ccccc1
    -15, -2%, 2%, 5%, 6.2%, 2%, 2%, -11%, -2%, 2%, -12%

Exported field by field: 4 of the compounds above
C/C(=N\NC(=O)Cn1c(-c2ccccn2)nc2ccccc21)c1ccccc1
  TSHR antagonist: 1 | BCR signal inh: -2% | USP2a block: 1% | Mito fusion act: 11% | B2AR arrestin: -0.3% | PTAP TSG101 blk: 1% | ELG1 repair inh: -19% | Tb PFK block: 0% | TCR act: -6%[46.1 µM] | Eya2 inh: 5% | uPA generation: -2%

Cc1ccccc1-n1nc2c(c1NC(=O)c1cc3ccccc3oc1=O)CS(=O)(=O)C2
  TSHR antagonist: -5 | BCR signal inh: 5% | USP2a block: 0% | Mito fusion act: -2% | B2AR arrestin: -0.1% | PTAP TSG101 blk: 1% | ELG1 repair inh: ? | Tb PFK block: -4% | TCR act: -6% | Eya2 inh: -4% | uPA generation: nt

O=C(OCC(=O)N1CCN(S(=O)(=O)c2ccc(Cl)cc2)CC1)c1cc(Br)ccc1O
  TSHR antagonist: 8 | BCR signal inh: 3% | USP2a block: 0% | Mito fusion act: 1% | B2AR arrestin: -0.1% | PTAP TSG101 blk: -2% | ELG1 repair inh: 2% | Tb PFK block: 4% | TCR act: 0% | Eya2 inh: -1% | uPA generation: 3%

Cc1ccc(C)c(Nc2cc(C(=O)NCc3cccnc3)c3ccccc3n2)c1
  TSHR antagonist: -3 | BCR signal inh: ? | USP2a block: -1% | Mito fusion act: 4% | B2AR arrestin: -0.4% | PTAP TSG101 blk: -2% | ELG1 repair inh: -13% | Tb PFK block: 0% | TCR act: -7% | Eya2 inh: -22% | uPA generation: 6%
